NCI-60 one-dose screen, 48 h, at 10 µM unless noted. Numbers give growth in % (100 = growth as untreated, 0 = no growth, -100 = all killed).
SR = SR leukemia cells; 73,000 compounds, 8.7% hits
BT-549 = BT-549 breast cancer | 78,000 compounds, 4.4% hits
MCF7 = MCF7 breast cancer; 82,000 compounds, 6.3% hits; AID 1794796
T-47D = T-47D breast cancer; 79,000 compounds, 5% hits
MDA-MB-468 = MDA-MB-468 breast cancer. 78,000 compounds, 8.5% hits
K-562 = K-562 leukemia. 78,000 compounds, 7.4% hits
MDA-MB-231 = MDA-MB-231 breast cancer; AID 1794789; 81,000 compounds, 5% hits
HS 578T = HS 578T breast cancer; AID 1794788; 78,000 compounds, 4.1% hits
Starred values were filed as active, the others as inactive; / = not tested or not shown. How the source made its calls: active means growth percent below 10; inactive means the rest.

nr	SMILES	SR	BT-549	MCF7	T-47D	MDA-MB-468	K-562	MDA-MB-231	HS 578T
1	CCCC(C)OCC(=O)O (configuration not stated)	95	127	100	126	92	112	105	117
2	CCCC(=O)OCc1ccc(Cl)cc1	98	/	95	/	120	109	97	90
3	C(=N\OCc1ccccc1)/c1ccccn1	99	107	92	108	99	106	117	117
4	CCCCC1=NC2(CCCC2)C(=O)N1Cc1ccc(-c2ccccc2-c2nn[nH]n2)cc1	/	88	/	97	92	124	94	110
5	CCN(CC)C(=S)SCn1nc(Cl)c2ccc([N+](=O)[O-])cc21	55	93	54	82	43	76	29	54
6	CCCCNCCCN(CCCC)CCCNCCCC	108	97	96	105	94	102	90	80
7	CCNCCC(=O)N1[C@H](c2ccc(Cl)cc2)c2[nH]c3ccccc3c2C[C@@H]1OC(C)=O	99	98	78	79	82	78	48	90
8	NCCCS	104	109	111	104	112	96	106	99
9	CCCCNc1ccc2c3c(cccc13)C(=O)N(c1cccc(-c3nn(-c4ccccc4)cc3-c3nc4ccccc4s3)c1)C2=O	95	117	109	101	98	89	99	110
10	CCOC(=O)C=C1C=CN(CC(=O)c2ccc(Br)cc2)C=C1	103	100	96	100	101	103	117	110
11	CCOC(=O)c1sc2ncc(-c3ccc(Br)cc3)n2c1C	94	107	85	85	105	89	86	97
12	COc1cc(C=C2C(=O)N(C)C(=O)N(C)C2=O)cc(CN2CCN(C)CC2)c1O	107	99	93	103	101	97	111	105
13	CC(=O)NC(CCC(=O)c1ccc(Cl)cc1)(C(=O)O)C(=O)O	84	98	96	80	103	92	105	99
14	Cc1ccc(-n2cc(-c3ccccc3)c3c(SCC(=O)N/N=C/c4ccc(N(C)C)cc4)ncnc32)cc1	112	94	71	87	72	117	87	96
15	COc1ccc2c(c1)C(=O)/C(=C/c1ccc([N+](=O)[O-])s1)O2	11	-53*	3.0*	-49*	-23*	3.0*	-71*	-6.6*
16	COc1ccc(/C=C2\SC(=NCc3ccco3)NC2=O)cc1	67	73	83	79	71	101	99	83
17	COC(=O)Nc1cccc2ccccc12	106	101	96	90	94	102	98	86
18	CC[N+](C)(CC)CC	115	104	96	107	113	101	109	101
19	Nc1n[nH]c(=S)s1	121	102	103	135	103	102	102	111
20	O=C(N=Nc1c(O)[nH]c2ccccc12)c1cc2ccccc2[nH]1	92	98	91	92	117	98	108	100
21	CN1CCN(CCNc2nc(-c3cccc(NS(=O)(=O)c4cccc5c(N(C)C)cccc45)c3)cs2)CC1	23	59	11	40	43	11	65	88
22	CCN(Cc1cccc(S(=O)(=O)O)c1)c1ccc(C(=C2C=CC(=[N+](CC)Cc3cccc(S(=O)(=O)O)c3)C=C2)c2ccc(O)c(S(=O)(=O)O)c2)cc1	96	/	108	110	122	86	107	110
23	Cc1ccccc1N=Nc1ccc(N=Nc2ccc(O)cc2)c(C)c1	70	88	80	61	78	84	79	99
24	Cc1csc(N)n1	69	/	99	98	100	89	102	96
25	C#CCOc1ccc(C(Nc2ccc(OC)cc2)c2nnnn2C2CCCCC2)cc1 (configuration not stated)	96	100	92	94	101	94	87	95
26	CCNc1nc2ccc(Nc3ccnc4cc(Cl)ccc34)cc2[nH]1	/	87	45	100	22	/	85	91
27	O=[N+]([O-])C1=C(c2ccccc2)SC=C(c2ccccc2)S1	6.1*	55	52	52	73	73	69	86
28	Fc1ccc(CCOc2cccc(CNCc3ccncc3)c2)cc1	89	90	82	62	55	75	85	88
29	CCOC(=O)c1nc2c3ccccc3cnn2c1C(=O)c1ccc(Br)cc1	91	91	81	100	126	100	99	109
30	Nc1c(C(=O)Nc2ccccc2)sc2nc3c(cc12)CN(Cc1ccccc1)CC3	56	51	78	61	76	61	43	11
31	Cc1ccc2cc3c(nc2c1)Nn1c(nnc1-c1ccc[nH]c1=S)SC3	91	103	98	98	117	91	97	99
32	CCCC(C)NCCOC(=O)C(c1ccccc1)c1ccccc1 (configuration not stated)	77	105	101	105	104	92	109	/
33	N#Cc1c(C#N)c(O)c2ccccc2c1O	80	91	102	108	99	107	113	134
34	OC(c1ccc(Cl)cc1)C1CCNCC1 (configuration not stated)	107	106	107	101	107	99	116	107
35	O=C(c1c[nH]c2ccccc12)C(O)C(c1ccccc1)N1CCN(c2ccccc2)CC1 (configuration not stated)	76	98	89	92	94	77	90	93
36	CC(NCCOC(=O)c1ccc([N+](=O)[O-])cc1)c1ccccc1 (configuration not stated)	109	116	95	124	112	116	114	/
37	Clc1cccc(Cl)c1Cn1c(-c2cncs2)nc2ccccc21	/	85	92	64	53	35	82	97
38	O=C(/C=C/c1ccc([N+](=O)[O-])cc1)c1cccc(OCCCOc2cccc(C(=O)/C=C/c3ccc([N+](=O)[O-])cc3)c2)c1	78	96	96	72	87	94	80	107
39	Cc1nc2c3c(ncn2n1)Oc1c(c(=O)n(C)c2ccccc12)C3c1ccc(Cl)cc1 (configuration not stated)	98	96	91	98	100	99	95	114
40	CC1NC(=O)NC1CCCCCC(=O)O (configuration not stated)	118	105	100	101	101	125	91	106
41	O=S(=O)(Nc1ccc(Br)c(Cl)c1)c1ccc(-c2cnc(C3CC3)o2)cc1	/	38	12	31	-24*	10	34	10.0*
42	O=C(Nc1ccc(S(=O)(=O)O)cc1)c1ccc(N=Nc2cc(S(=O)(=O)O)c3ccccc3c2O)cc1	92	96	93	89	111	99	101	104
43	COc1ccc(CNc2ccccn2)cc1OC	119	109	96	100	/	104	124	125
44	O=C(O)CNC(=O)CN1C(=O)c2ccccc2C1=O	102	89	96	/	106	86	114	113
45	Cc1nc2cc(-n3c(-c4ccc(F)cc4)nc4ccccc4c3=O)ccc2n1Cc1ccccc1	-7.7*	2.3*	-25*	-29*	15	8.3*	-26*	5.9*
46	COC(=O)N[C@@H](C)CNc1nccc(-c2sc(C(C)(C)C)nc2-c2cccc(NS(=O)(=O)c3c(F)cccc3F)c2F)n1	40	/	67	74	113	45	36	60
47	O=C(NCCCNc1nccc(-n2ccc3cccnc32)n1)c1ccc(Cl)cc1	89	/	99	96	100	93	103	103
48	COc1ccc(Cn2cncc2-c2c[nH]c3ccccc23)cc1	101	90	88	79	92	87	76	79
49	COc1cc(-c2nnc(SC)n2-c2ccccc2)c(O)c2ccccc12	81	104	83	74	80	85	101	107
50	c1ccc(Cn2cc(-c3nc4ccccc4s3)c3cccnc32)cc1	112	106	75	94	99	129	84	110

The results go on:
nr	SMILES	SR	BT-549	MCF7	T-47D	MDA-MB-468	K-562	MDA-MB-231	HS 578T
51	CCCCC/C(C)=N\NC(N)=S	87	97	20	34	-6.8*	59	86	88
52	CNCc1cccc2c1OCCOCCN(C)C(=O)CN(C)S(=O)(=O)c1ccc(cc1)-c1cnc(N)c(n1)C(=O)N2	-17*	92	12	-9.5*	-49*	-39*	68	63
53	CCn1c(=O)c2[nH]c(Cl)nc2n(CC)c1=O	82	99	102	84	106	50	114	81
54	Cc1ccc(-c2cc[nH]c(=O)c2-c2nc3ccccc3s2)cc1	97	101	97	102	120	104	87	100
55	Nc1c(Cl)cc(S(=O)(=O)O)cc1Br	120	115	103	109	128	141	107	121
56	O=C(O)CNC(=O)CNC(=O)C(Br)Cc1ccccc1 (configuration not stated)	103	/	103	106	106	123	125	102
57	O=C(N/N=C/c1ccc(F)cc1)c1ccccc1Nc1cccc(C(F)(F)F)c1	24	105	106	88	84	84	117	112
58	NC(CSC(c1ccccc1)(c1ccccc1)c1ccc2c(c1)OCO2)C(=O)O (configuration not stated)	5.6*	23	10	30	-57*	8.2*	20	16
59	Cc1nc2ccc(OCc3cn(Cc4ccccc4)nn3)cc2c(=O)n1CC(=O)NO	82	104	97	92	104	99	106	103
60	O=C(CSc1nnc(COc2cnc3ccccc3n2)o1)Nc1ccccc1Cl	/	111	93	101	123	94	109	90

Some of the entries above, reformatted.
(54) Cc1ccc(-c2cc[nH]c(=O)c2-c2nc3ccccc3s2)cc1
(55) Nc1c(Cl)cc(S(=O)(=O)O)cc1Br
(56) O=C(O)CNC(=O)CNC(=O)C(Br)Cc1ccccc1 (configuration not stated)
(57) O=C(N/N=C/c1ccc(F)cc1)c1ccccc1Nc1cccc(C(F)(F)F)c1
(58) NC(CSC(c1ccccc1)(c1ccccc1)c1ccc2c(c1)OCO2)C(=O)O (configuration not stated)
(59) Cc1nc2ccc(OCc3cn(Cc4ccccc4)nn3)cc2c(=O)n1CC(=O)NO
(60) O=C(CSc1nnc(COc2cnc3ccccc3n2)o1)Nc1ccccc1Cl

entry no. | 54 | 55 | 56 | 57 | 58 | 59 | 60
SR | 97 | 120 | 103 | 24 | 5.6* | 82 | /
BT-549 | 101 | 115 | / | 105 | 23 | 104 | 111
MCF7 | 97 | 103 | 103 | 106 | 10 | 97 | 93
T-47D | 102 | 109 | 106 | 88 | 30 | 92 | 101
MDA-MB-468 | 120 | 128 | 106 | 84 | -57* | 104 | 123
K-562 | 104 | 141 | 123 | 84 | 8.2* | 99 | 94
MDA-MB-231 | 87 | 107 | 125 | 117 | 20 | 106 | 109
HS 578T | 100 | 121 | 102 | 112 | 16 | 103 | 90

Carrying on.
nr	SMILES	SR	BT-549	MCF7	T-47D	MDA-MB-468	K-562	MDA-MB-231	HS 578T
61	CCn1c(N/N=C\c2ccc(F)cc2)nc2c1c(=O)n(C)c(=O)n2C	94	100	97	96	101	90	100	94
62	Nc1ccccc1-c1ccc(-c2ccc(O)cc2)c2c1[nH]c1ccccc12	30	62	54	39	65	35	54	67
63	CC/C(Br)=C(\Br)Cn1cnc2c(Cl)ncnc21	/	95	64	84	82	/	99	102
64	O=C(Nc1nc(-c2ccccc2Cl)cs1)c1cc(-c2ccc(Cl)cc2)nc2ccccc12	79	84	72	68	109	71	91	92
65	CCOC(=O)c1[nH]cc(-c2ccccc2)c1-c1cc(OC)c2c(c1OC)OCO2	104	97	98	89	100	100	81	88
66	COc1ccc2c(c1)c(-c1nc(-c3ccsc3)cs1)cn2C	87	113	58	52	44	106	105	94
67	C#CCOc1cc(/C=N/Nc2nc(-c3ccc(Br)cc3)cs2)ccc1O	48	/	55	40	10	34	94	91
68	Cc1ccc(-c2cc(-c3nnc(/C=C/c4ccc5c(c4)OCO5)o3)[nH]n2)cc1C	93	123	94	94	107	90	100	103
69	Cc1ccc(OCC(=O)Nc2ccc(N3CCN(C(=O)c4ccco4)CC3)cc2)cc1	86	95	88	93	89	90	108	91
70	CC(C)N=C(N)/N=C(/N)Nc1ccc(Cl)cc1	107	81	88	99	61	92	88	80
71	O=C1C=C[C@]2(C[C@@H](c3cccc(C(F)(F)F)c3)O[C@@H](c3cccc(C(F)(F)F)c3)O2)O1	9.2*	-52*	-7.9*	-50*	-49*	-4.0*	-57*	-4.0*
72	Cc1cccc2c1nc(-c1c(F)cc(C(=O)O)cc1F)n2Cc1c(F)cccc1F	108	101	85	99	120	94	114	108
73	CC(=O)C[n+]1ccc(C)cc1Sc1ccccc1C	130	90	90	82	82	102	89	96
74	Nc1c(C(=O)Nc2ccccc2)sc2nc3c(cc12)CN(CCc1ccccc1)CC3	90	104	86	88	107	82	90	89
75	CC(C)CC1(C)CNC(=O)NC1	113	108	108	95	107	109	105	76
76	N=C(N)N=Nc1ccc(NN=C(N)N)c2ccccc12	109	81	97	86	-27*	103	101	/
77	C[n+]1ccc(C#N)c2ccccc21	68	102	88	89	/	85	101	108
78	Cc1ccc(C(C)C)cc1NC(=O)c1ccccc1O	/	-2.1*	40	22	40	/	65	43
79	O=C(O)c1ccc(-c2nn(-c3ccc(C(=O)O)cc3)cc2CNc2ccc(Br)cc2)cc1	107	99	90	97	114	102	115	107
80	O=C(O)[C@@H]1c2ccccc2C(=O)N(c2ccccc2)[C@H]1c1ccccc1	87	90	98	87	104	101	127	101
81	O=C(NC(=O)c1c(Cl)nc2sccn12)Nc1ccc(Cl)cc1	107	91	33	33	44	99	58	77
